Screens (PubChem)
FLuc modulator – firefly luciferase modulation, counter-screen for miR-21 project | P08659 | purified FLuc, Km substrates, luminescence inhibition | Potency, µM (top dose mostly 57.5 µM), without a hit: at the top dose activity change, negative = inhibition, most hits filed as inhibitors | 360,000 compounds, 6.9% hits;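 also: plate controls were vehicle for no effect and reference inhibitor for full effect; nearly all actives have a fitted effect of over 55% in size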
Target sequence (P08659 whole entry, looked up): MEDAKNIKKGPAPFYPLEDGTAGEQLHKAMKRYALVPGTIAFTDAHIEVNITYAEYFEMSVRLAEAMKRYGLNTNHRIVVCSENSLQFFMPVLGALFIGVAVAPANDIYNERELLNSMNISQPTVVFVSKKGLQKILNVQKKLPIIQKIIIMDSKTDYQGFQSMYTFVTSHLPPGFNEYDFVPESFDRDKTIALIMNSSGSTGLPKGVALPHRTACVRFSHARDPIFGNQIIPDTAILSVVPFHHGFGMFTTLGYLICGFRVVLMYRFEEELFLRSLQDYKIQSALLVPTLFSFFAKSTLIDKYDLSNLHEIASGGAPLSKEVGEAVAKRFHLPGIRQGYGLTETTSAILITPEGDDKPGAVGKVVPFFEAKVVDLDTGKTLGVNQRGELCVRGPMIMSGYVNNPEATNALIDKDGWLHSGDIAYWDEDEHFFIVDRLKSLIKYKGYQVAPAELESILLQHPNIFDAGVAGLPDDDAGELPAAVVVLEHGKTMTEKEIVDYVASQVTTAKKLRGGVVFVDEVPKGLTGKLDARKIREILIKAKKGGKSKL
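Purified P. pyralis luciferase (10nM final) with 10uM D-luciferin and 10uM ATP (Km levels) in 50mM Tris acetate pH 7.5, 10mM Mg acetate, 0.01% Tween-20, 0.05% BSA; qHTS 6-point titration, ~60 µM downward; luminescence read.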
BRCA1 expr act – increases BRCA1 expression; MCF7-BRCA1-FFLuc reporter, luminescence, 48 h; response scale: scaled: vehicle 0%, 10 µM genistein 100%; Potency, µM (titrated, usually from 46.1 µM), inactives show at the top dose activation, usual class: activators; 380,000 compounds, 1.1% hits; also: nearly all actives have a fitted effect of over 80% in size; some results filed as inactive show a strong effect at the top dose
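First, MCF7-BRCA1-FFLuc cells (2000/well) attach for 2 h; next, compounds are pin-added and incubated 48 h at 37 °C; finally, luciferase reagent is added and luminescence read after 15 min.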
p53 reactivation – restores transcriptional activity of mutant p53 | Potency, µM (titrated, usually from 92.2 µM), for inactives: top-dose activity change, positive = activation, usual class: activators | H1299 p53-A138V BP100-luciferase reporter, luminescence, 24 h | 320,000 compounds, 0.063% hits; also: % of control where 0% means no effect; nearly all actives have a fitted effect of over 45% in size
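H1299 (p53-null), stable ts p53-A138V + BP100-Luc; 1000 cells/well, Opti-MEM/10% FBS; cpd 4 pt, 1:5; 24 h, 37 deg C, 5% CO2; detection reagent 10 min RT; luminescence.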
MBNL1 CUG block – MBNL1-poly(CUG) RNA binding inhibition | TR-FRET MBNL1-His/biotin-(CUG)12 binding, 665/545 ratio | Potency, µM (series often up to 57.5 µM), without a hit: at the highest dose activity change, negative = inhibition, usual class: inhibitors | 280,000 compounds, 0.036% hits; active = well fitted inhibition curve with a large enough effect in the signal ratio, with a control signal flat, not every such curve was filed as active; inconclusive = small, poorly fitted or top-dose-only effect, or effect the other way, or a change in a side signal; inactive = no such curve, though single readings can be large or run the other way; the % refers to the signal ratio; also: % is scaled to controls: 0 for no effect and ±100 for the full control effect
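Compound titration spanned 92 nM–58 uM against the MBNL1-His/biotin-(CUG)12 complex. After 60 min at room temperature with 5 nM streptavidin-XL665 and 0.055 ng/ul terbium anti-His, ratiometric 665/545 nm emission (Ex 340 nm) normalized to controls.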
uPA generation – blocks generation of uPA at the cell surface. Potency, µM (highest dose often 38.3 µM), for the others: top-dose activity change, negative = inhibition, hits mostly inhibitors. cell surface uPA generation assay, qHTS. 330,000 compounds, 0.31% hits; active = well fitted inhibition curve with a large enough effect; inconclusive = small, poorly fitted or top-dose-only effect; inactive = no such curve, though single readings can be large or run the other way; tested in mouse RAW 264.7 cells; also: % is scaled to controls: 0 for no effect and ±100 for the full control effect; nearly all actives have a fitted effect of over 55% in size
RORg inh – ROR gamma (mouse) transcription inhibition | Drosophila S2 Gal4-RORgamma UAS-luciferase reporter, 20 h | Potency, µM (doses to about 53.6 µM), without a hit: top-dose activity change, negative = inhibition, usual class: inhibitors | 310,000 compounds, 5.4% hits | AID 2551; also: % is scaled to controls: 0 for no effect and ±100 for the full control effect; nearly all actives have a fitted effect of over 60% in size
Target sequence (P51450 whole entry, looked up, the tested form may be a part): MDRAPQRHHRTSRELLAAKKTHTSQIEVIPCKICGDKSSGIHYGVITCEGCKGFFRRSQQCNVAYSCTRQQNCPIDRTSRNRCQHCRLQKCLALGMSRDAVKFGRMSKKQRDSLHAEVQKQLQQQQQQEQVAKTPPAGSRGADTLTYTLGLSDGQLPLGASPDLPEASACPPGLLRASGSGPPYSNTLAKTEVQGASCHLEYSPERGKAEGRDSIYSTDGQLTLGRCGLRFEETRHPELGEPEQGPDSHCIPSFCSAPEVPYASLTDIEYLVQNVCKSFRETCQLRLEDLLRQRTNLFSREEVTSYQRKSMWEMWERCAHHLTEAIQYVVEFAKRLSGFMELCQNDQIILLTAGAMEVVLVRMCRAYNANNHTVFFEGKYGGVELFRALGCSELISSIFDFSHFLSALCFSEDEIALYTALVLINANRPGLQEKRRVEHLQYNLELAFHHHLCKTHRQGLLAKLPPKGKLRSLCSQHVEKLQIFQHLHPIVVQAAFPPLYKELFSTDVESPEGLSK
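A Gal4/UAS one-hybrid system in insect cells: metallothionein-promoter Gal4–ROR gamma fusion plus Photinus luciferase reporter. Copper sulfate 700 uM final, 20 hr ambient incubation, luminescent detection after 10 min with reagent.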
Rab9 promoter act – activates the Rab9 promoter | Huh7 Rab9 promoter-luciferase reporter, luminescence, 24 h | Potency, µM (titrated, usually from 9.22 µM), without a hit: at the top dose activation, negative = inhibition, hits mostly activators | 320,000 compounds, 2.8% hits; also: % of control where 0% means no effect; nearly all actives have a fitted effect of over 60% in size
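Luminescence read-out: Huh7 cells stably expressing Rab9-luciferase, treated 24 h with compound at 37 °C, then lysed with luciferase reagent for 10 min at ambient before reading.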
ELG1 genotoxic – genotoxicity induction in ELG1-luciferase HEK293T cells. 330,000 compounds, 1.3% hits. Potency, µM (highest dose often 46 µM), inactives show top-dose activity change, positive = activation, actives largely listed as activators. AID 504466. HEK293T ELG1-luciferase reporter, luminescence, 16 h; also: % of control where 0% means no effect; nearly all actives have a fitted effect of over 60% in size
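HEK293T cells expressing luciferase-tagged ELG1 were treated with compound or DMSO for 16 hr at 37°C. Luciferase activity was then read after 30 min with ONE-Glo at room temperature; rising signal flags genetic stress.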
VP16 counter – Gal4-VP16 reporter inhibition counter-screen. Potency, µM (titrated, usually from 53.6 µM), without a hit: top-dose activity, negative = inhibition, most hits filed as inhibitors. AID 2546. 310,000 compounds, 3.5% hits. Drosophila S2 Gal4-VP16 UAS-luciferase, luminescence, 20 h;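 also: Gal4-VP16 expression switched on by copper sulfate through the metallothionein promoter; % is scaled to controls: 0 for no effect and ±100 for the full control effect; nearly all actives have a fitted effect of over 50% in size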
NPC1 promoter act – NPC1 promoter activation. Huh7 NPC1 promoter luciferase reporter, 24 h. Potency, µM (doses to about 9.22 µM), without a hit: at the highest dose activation, actives largely listed as activators. 320,000 compounds, 2.4% hits. AID 485313;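 also: % of control where 0% means no effect; nearly all actives have a fitted effect of over 60% in size; reporter is driven by a mutant NPC1 promoter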
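Cells: Huh7 expressing luciferase under the NPC1 promoter, 1500/well. Seeded 2 h, compound added, incubated 24 h at 37 °C. Luciferase reagent, 10 min ambient, then luminescence.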
* hit, by the source's call; ? = inconclusive; nt = not tested or not shown; & = joins results of further samples; [ ] = remark or other dose. Unless noted, calls follow the shape of the dose curve; as a rule, active = well fitted curve in the direction sought with a large enough effect; inconclusive = small, poorly fitted or top-dose-only effect, or another doubt; inactive = no such curve, though single readings can be large; an effect the other way counts as inactive or inconclusive. Potency is read from the fitted curve at half-maximal effect. Compounds were not picked by outcome; overall some 13% were active at least once.

SMILES	FLuc modulator	BRCA1 expr act	p53 reactivation	MBNL1 CUG block	uPA generation	RORg inh	Rab9 promoter act	ELG1 genotoxic	VP16 counter	NPC1 promoter act
COC(=O)N1[C@H](C)C=C[C@]1(Cc1ccccc1)C(=O)O	0%	-5%	5%	3%	9%	-21%&15%	-4%	-1%	-12%&11%	-7%
CCc1nnc(NC(=O)C2=CCN(S(=O)(=O)c3ccc(F)cc3)CC2)s1	-1%	7%	-2%	-10%	20%	26%	-3%	-4%	3%	0%
O=C(C[C@H]1C/C=C\C[C@H](Cc2ccc(F)cc2)C(=O)O[C@@H](c2ccccc2)CNC1=O)N[C@@H](CO)Cc1ccccc1	nt	-6%	3%	nt	8%	nt	nt	2%	nt	nt
COC(=O)C1=C(N)Oc2cc(C)n(Cc3cccnc3)c(=O)c2C1c1cccc(OC)c1OC (stereo not given)	-2%	-10%	-5%	1%	1%	-34%	-3%	2%	14%	-1%
CCCc1nnc(NC(=O)C23CC4CC(CC(C4)C2)C3)s1	?	11%	1%	-7%	-5%	-26%	26%	0%	9%	9%
Nc1c(C(=O)N/N=C/c2ccccc2)cnn1-c1ccccc1	5.4µM*	?	?	9%	?	-13%	0.63µM*	?	?	1.1µM*
CCN(CC)C(=O)c1c(NC(=O)c2ccccc2)sc(C)c1C	-1%	-13%	3%	-12%	1%	-6%	2%	5%	5%	-1%
COC(=O)c1ccc(OCC(O)Cn2nnc3ccccc32)cc1 (stereo not given)	?	11µM*	18%	-1%	-1%	?	5%	?	10%	27%
CCN1C(=O)[C@H]2[C@@H](c3ccc(-c4cccc(Cl)c4)cc3)N[C@@](C)(C(=O)OC)[C@H]2C1=O	-9%	-39%	-16%	nt	10%	nt	-6%	-7%	nt	4%
Cc1cccc(-n2ncc3c(NC(C)C)ncnc32)c1	2.4µM*	?	15%	-1%	?	?	0.89µM*	2.6µM*	?	3.2µM*
N#CCSc1nccc(-c2cc(Cl)sc2Cl)n1	3%	-41%	0%	4%	-3%	-44%	8%	6%	-5%	-2%
COc1cc(C)ccc1OCc1cc(C(=O)N(Cc2c(C)nn(C)c2C)C2CC2)no1	12µM*	13µM*	?	-5%	-4%	?	?	14%	?	?
O=C(Nc1cc(C(F)(F)F)ccc1N1CCCCC1)c1cccc([N+](=O)[O-])c1	-1%	-55%	19%	3%	9%	37%	-8%	1%	-15%	-5%
O=C(O)/C=C/C(=O)NCc1csc2ccccc12	0%	4%	2%	-8%	-1%	0%	-5%	1%	0%	13%
CC1(CC(=O)O)C(=O)N=C2C=CC=CN21 (stereo not given)	0%	13%	-2%	5%	nt	-13%	5%	1%	0%	-3%
Cc1nc(N2CCOCC2)c2c(C)c(C(=O)Nc3ccc(F)cc3F)sc2n1	-1%	-11%	-4%	6%	4%	-2%	-5%	-4%	?	-6%
O=C(CNC(=O)c1ccccc1)OC(C(=O)c1ccccc1)c1ccccc1 (stereo not given)	3%	2%	1%	-2%	18%	10%	-5%	0%	-6%	-4%
O=C(c1cccc([N+](=O)[O-])c1)N1CCN(c2ccc(Cl)cc2)CC1	4%	5%	-14%	31%[activator]	1%	?	-4%	3%	-7%	-2%
CCCCOc1ccc(C(=O)NN2CCN(C)CC2)cc1	1%	22%	3%	-5%	5%	-3%	-3%	3%	12%	-3%
CN(C(=O)COC(=O)C1(C)CC1(Cl)Cl)c1c(N)n(Cc2ccccc2)c(=O)[nH]c1=O (stereo not given)	3%	2%	-4%	nt	23%	nt	8%	2%	nt	0%

Structures listed so far shown as hits in BRCA1 expr act:
structure	BRCA1 expr act	p53 reactivation	uPA generation	Rab9 promoter act
COC(=O)c1ccc(OCC(O)Cn2nnc3ccccc32)cc1 (stereo not given)	11µM*	18%	-1%	5%
COc1cc(C)ccc1OCc1cc(C(=O)N(Cc2c(C)nn(C)c2C)C2CC2)no1	13µM*	?	-4%	?

The listing picks up, starting 4 compounds before the break.
SMILES	FLuc modulator	BRCA1 expr act	p53 reactivation	MBNL1 CUG block	uPA generation	RORg inh	Rab9 promoter act	ELG1 genotoxic	VP16 counter	NPC1 promoter act
O=C(CNC(=O)c1ccccc1)OC(C(=O)c1ccccc1)c1ccccc1 (stereo not given)	3%	2%	1%	-2%	18%	10%	-5%	0%	-6%	-4%
O=C(c1cccc([N+](=O)[O-])c1)N1CCN(c2ccc(Cl)cc2)CC1	4%	5%	-14%	31%[activator]	1%	?	-4%	3%	-7%	-2%
CCCCOc1ccc(C(=O)NN2CCN(C)CC2)cc1	1%	22%	3%	-5%	5%	-3%	-3%	3%	12%	-3%
CN(C(=O)COC(=O)C1(C)CC1(Cl)Cl)c1c(N)n(Cc2ccccc2)c(=O)[nH]c1=O (stereo not given)	3%	2%	-4%	nt	23%	nt	8%	2%	nt	0%
CCN1CCN(C(CNS(=O)(=O)c2ccc(F)cc2)c2cccnc2)CC1 (stereo not given)	-4%	-13%	3%	2%	0%	-19%	-8%	1%	0%	11%
Cc1cc(C)c2[nH]c(O)c(N=NC3=NC(=O)CS3)c2c1	-14%	-15%	-1%	?	7%	-31%	6%	4%	-3%	-3%
Cc1ccc(NC(=O)CSc2nc3ccccc3c(=O)n2CCCC(=O)NCCCN2CCOCC2)cc1C	3%	-1%	1%	-15%	2%	-76%	-5%	?	-10%[10 µM]	-4%
COC(=O)CSc1nc2cc3c(cc2cc1C)OCCO3	-15%	1%	5%	0%	0%	11%	9%	1%	12%	-10%
CCOC(=O)/C(=C/c1ccc(N2CCC(c3ccccc3)=N2)cc1)C(C)=O	-6%	5%	?	-3%	1%	7%	?	21µM*	-15%	?
CCc1ccc(C(=O)Nc2cccnc2Oc2ccc(Cl)cc2)cc1	?	2%	-7%	nt	-1%	?	-1%	0%	-12%	-4%
CCS(=O)(=O)c1ccc(O)c(NC(=O)COc2ccc(Cl)cc2)c1	17µM*	-10%	5%	-6%	0%	?	-3%	0%	-2%	-8%
O=C(NC1CCS(=O)(=O)C1)N1CCCCC1 (stereo not given)	6%	-5%	-1%	0%	0%	-2%	-3%	3%	5%	-3%
O=C(COc1ccc(C(=S)N2CCCC2)cc1)Nc1ccc(F)cc1	1%	-13%	2%	-3%	-5%	42%	2%	-4%	-5%	-3%
COc1ccccc1NC(=O)C(=O)N1N=C(C(C)C)CC1(O)C(F)(F)F (stereo not given)	0%	-2%	-4%	5%	2%	10µM*	0%	-5%	?	1%
CCOc1cc(C(=O)Nc2cc(C(=O)OC)ccc2C)ccc1OCC(=O)N1CCOCC1	-2%	-2%	-13%	nt	2%	nt	-1%	3%	nt	0%
O=C(Nc1c(C(=O)N2CCOCC2)oc2ccccc12)c1ccccc1Cl	-6%	-7%	-6%	0%	-6%	3%	-4%	2%	-1%	-4%
Cc1nn2c(NCCOCCO)c3c(nc2c1-c1ccccc1)CCCC3	-2%	-8%	-2%	5%	nt	1%	-6%	-4%	10%	-5%
Cc1oncc1C(=O)NC1CCCCC1	7%	-8%	12%	-1%	nt	-7%	-15%	-3%	0%[10 µM]	-4%
CC1=C(OC(=O)C(C)(C)C)C(C)(C)C(c2ccccc2)OC1=O (stereo not given)	3%	5%	7%	-10%	7%	32%	-2%	2%	-8%	-4%
O=C(c1ccc(-n2cnnn2)cc1)N1CCN(C(c2ccccc2)c2ccccc2)CC1	8%	-47%	-7%	2%	5%	-9%	2%	-5%	-13%	-3%
O=C(COc1ccc(S(=O)(=O)N2CCCC2)cc1Cl)Nc1ccc2c(c1)OCO2	-1%	-3%	-5%	-1%	15%	3%	-1%	-1%	-6%	1%
O=C(O)CSc1nnc(-c2ccccc2O)n1Cc1ccccc1	6%	3%	0%	-3%	-2%	2%	-2%	3%	0%	1%
O=C(O)CCN1C(=O)/C(=C\c2ccncc2)SC1=S	-16%	-3%	-11%	10%	4%	-11%	-2%	8%	10%	-7%
CS(=O)(=O)c1ccc(C(=O)OCC(=O)Nc2cccc(S(=O)(=O)N3CCCC3)c2)cc1	-20%	-12%	-2%	nt	5%	nt	1%	1%	nt	0%
O=C(Nn1cnc2ccccc2c1=O)c1ccc(Br)cc1	?	23%	26%	-2%	1%	13%	-5%[1.84 µM]	15%	1%	15%
COc1ccc(OC)c(NC(=O)c2cnc3n(c2=O)CCS3)c1	-6%	0%	?	-2%	4%	8%	20%	?	0%	3%
O=C(Nc1ccc(F)cc1)c1cc(S(=O)(=O)N2CCOCC2)cs1	0%	1%	-13%	-11%	-7%	?	-6%	-8%	3%	-1%
